# Mtb FBA inh = inhibits M. tuberculosis FBA enzyme; P9WQA3; purified M. tuberculosis FBA, fluorescence read-out; inhibition, % at 1 µM; actives 2.3% (n = 360,000); AID 588726; in the data active = inhibition above about 27%;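 note: 0% = vehicle and 100% = reference inhibitor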
# Target sequence (P9WQA3 whole entry, looked up): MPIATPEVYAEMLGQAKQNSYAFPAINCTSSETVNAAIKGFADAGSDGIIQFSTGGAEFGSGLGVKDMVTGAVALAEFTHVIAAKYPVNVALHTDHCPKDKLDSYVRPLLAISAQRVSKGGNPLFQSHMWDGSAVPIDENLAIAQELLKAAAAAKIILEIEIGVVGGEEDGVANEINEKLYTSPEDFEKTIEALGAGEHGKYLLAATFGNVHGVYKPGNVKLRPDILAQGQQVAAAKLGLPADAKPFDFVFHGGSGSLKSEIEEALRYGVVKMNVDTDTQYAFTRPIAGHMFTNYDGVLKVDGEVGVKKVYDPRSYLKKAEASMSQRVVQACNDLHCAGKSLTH
# DUSP3 inh = blocks human VHR1 dual specificity phosphatase | P51452 | recombinant VHR phosphatase, pNPP absorbance | inhibition, % at 13.3 µM | actives 0.52% (n = 290,000); in the data active = inhibition above about 50%; note: some compounds called inactive have numbers as strong as hits
# MazEF act = MazEF (E. coli) toxin RNase activation; activation, % at 20 µM; actives 0.32% (n = 350,000); FAM/BHQ RNA-DNA oligo cleavage fluorescence, 5 h; P0AE70; in the data active = activation above about 50%
# Target sequence (P0AE70 whole entry, looked up): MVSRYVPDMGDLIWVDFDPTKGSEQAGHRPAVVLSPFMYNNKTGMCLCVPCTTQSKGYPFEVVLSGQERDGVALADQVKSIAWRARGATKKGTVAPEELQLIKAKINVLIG
# SSB-PriA inh = K. pneumoniae PriA-SSBct interaction inhibition. AID 1272365. AlphaScreen SSBct-PriA binding, biotinylated peptide. inhibition, % at 33 µM. actives 0.6% (n = 430,000); in the data active = inhibition mostly above about 37%, no sharp cut-off; inactive = mostly below about 20%;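 note: plate controls were negative control peptide for no effect and reference peptide for full effect; strong numbers were not always called active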
# Mtb BioA inh = BioA (M. tuberculosis) enzyme inhibition. purified M. tuberculosis BioA enzyme, plate reader. inhibition, % at 9.99 µM. actives 0.096% (n = 360,000). AID 602481; in the data active = inhibition above about 40%
# 3CLpro inhibitor = SARS-CoV 3CLpro protease inhibition | actives 0.14% (n = 290,000) | inhibition, % at 6 µM | recombinant SARS-CoV 3CLpro, quenched FRET peptide cleavage | P0C6X7 | AID 1706; in the data active = inhibition above about 12%
# Vc quorum ag = inducers of Vibrio cholerae quorum light production without autoinducers; actives 0.16% (n = 350,000); activation, % at 18.7 µM; V. cholerae BH1578 lux reporter, luminescence, 6 h; in the data active = activation mostly above about 9.7%, no sharp cut-off; note: not every result past the cut was called active; inactives centre near 0; reference of the scale not given here
# Rv3671c protease = Rv3671c (M. tuberculosis) protease inhibition; inhibition, % at 5.96 µM; actives 0.048% (n = 320,000); AID 2606; in the data active = inhibition above about 38%;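 note: extracellular domain of Rv3671c used as enzyme; 0% = enzyme with DMSO and 100% = no enzyme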
# Mtb UGM inh = Mtb UDP-galactopyranose mutase inhibition. actives 0.06% (n = 320,000). inhibition, % at 10 µM. AID 504406. purified UGM, fluorescence polarization probe displacement. P9WIQ1; in the data active = inhibition above about 10%, passing the limit was not always enough
# Target sequence (P9WIQ1 whole entry, looked up): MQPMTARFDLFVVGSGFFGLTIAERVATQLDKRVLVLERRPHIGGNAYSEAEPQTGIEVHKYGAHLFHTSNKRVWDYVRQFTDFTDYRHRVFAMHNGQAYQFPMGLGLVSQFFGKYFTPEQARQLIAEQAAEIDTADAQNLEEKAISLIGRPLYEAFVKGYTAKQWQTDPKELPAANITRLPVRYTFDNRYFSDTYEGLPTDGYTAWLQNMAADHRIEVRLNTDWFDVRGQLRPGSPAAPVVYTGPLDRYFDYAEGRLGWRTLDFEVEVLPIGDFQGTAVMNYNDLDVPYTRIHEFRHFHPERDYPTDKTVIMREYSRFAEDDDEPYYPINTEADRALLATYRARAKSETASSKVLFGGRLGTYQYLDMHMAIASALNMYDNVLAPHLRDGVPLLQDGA
# GDH-TPI inh = inhibits GDH-TPI coupling enzymes, artifact for Mtb FBA screen. GDH-TPI coupled enzyme counterscreen, NADH absorbance. inhibition, % at 4.8 µM. actives 1.2% (n = 360,000). AID 588335; in the data active = inhibition above about 30%;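 note: 0% = DMSO wells and 100% = wells lacking the enzyme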
# Starred values were filed as active, the others as inactive; i = inactive; . = no result given. Some of the compounds tested; rates above refer to the full screens.
SMILES,Mtb UGM inh,Vc quorum ag,SSB-PriA inh,GDH-TPI inh,DUSP3 inh,Mtb FBA inh,Rv3671c protease,Mtb BioA inh,MazEF act,3CLpro inhibitor
Cc1nccn1CC(O)COC1CCCCC1 (centres undefined),-1.4,i,-16,10,-8,3,0,-4.9,3,5
Cc1ccc(S(=O)(=O)NCc2ccncc2)cc1,-1.7,-0.1,-4,-11,23,0,-1,-0.5,1,-3
O=C(NCc1ccncc1)c1csc([C@@H]2O[C@H](CO)[C@@H](O)[C@H]2O)n1,.,-4.5,.,14,.,5,.,0.1,.,.
N#C/C(=C(\O)Cc1ccccc1)c1nc2ccccc2[nH]1,-0.1,i,-12,6,33,3,2,-3.8,-10,3
CC(C)CCN1CCN(Cc2ccc(C#CC(C)(C)O)s2)CC1CCO (centres undefined),1.3,i,2,5,15,0,-5,.,2,-3
Cc1onc(-c2ccccc2Cl)c1C(=O)N1CCC(Cc2ccccc2)CC1,-1.4,-4.3,-2,4,12,2,-13,.,2,2
COc1cc(OC)cc(C(=O)NCc2cccnc2)c1,-0.7,0.6,-17,-7,-6,18,-11,0.9,7,11
O=C(NCC1CCCO1)C1CCN(S(=O)(=O)c2cc(Cl)ccc2Cl)CC1 (centres undefined),4.3,0.0,-13,0,-19,2,-6,-0.2,7,3
CC(C)n1c(-c2ccco2)csc1=Nc1cccnc1,-0.4,-0.2,33,11,26,2,5,17,-4,4
CC1C(=O)N(Cc2cn(Cc3ccco3)nn2)CCS(=O)(=O)N1Cc1ccc(-c2ccc(Cl)c(Cl)c2)cc1 (centres undefined),.,-0.1,.,12,.,3,.,-1.2,14,.
CCCNC(=O)c1ccc2c(c1)S(=O)(=O)c1ccccc1C2=O,-1.8,-0.5,21,7,15,5,3,2.1,6,2
O=C(NNC(=O)C1C2CCC(C2)C1C(=O)O)c1cccc(Cl)c1 (centres undefined),-1.9,-2.1,-16,-1,-12,3,10,0.4,0,2
COC(=O)c1ccc(NC(=O)c2ccc3c(c2)C(=O)N(Cc2cccnc2)C3=O)cc1,0.8,i,-2,8,14,1,-10,-0.2,8,-10
Cc1ccc(C(=O)c2coc3ccc(O)c(Cl)c23)cc1,-1.3,-6.7,-4,7,28,-1,-4,2.4,-8,0
CC1CN(C(=O)COc2ncnc3ccccc23)CC(C)O1 (centres undefined),0.1,0.0,-13,8,0,1,-3,-0.9,0,-2
Cc1ccccc1NC(=S)Nn1cnnc1,-0.4,0.2,-4,1,-6,5,2,-2.0,3,-2
COc1cc(-c2nnc3sc(-c4ccncc4)nn23)cc(OC)c1OC,-0.6,-0.6,4,0,.,0,13,-2.4,25,.
O=C(NN=Cc1c[nH]c2ccccc12)NN=Cc1c[nH]c2ccccc12,.,i,.,26,.,-2,.,-1.7,20,.
COc1cccc(-c2nc(-c3ccc(NC(=O)c4ccncc4)cc3)no2)c1,0.5,.,-12,3,26,4,-21,0.9,-2,0
O=C(Nc1scc(-c2ccccc2)c1C(=O)O)c1ccccc1Cl,4.3,i,0,-1,10,0,-6,0.7,5,8

# Entries of single compounds as entered above. Values in the order: Mtb UGM inh	Vc quorum ag	SSB-PriA inh	GDH-TPI inh	DUSP3 inh	Mtb FBA inh	Rv3671c protease	Mtb BioA inh	MazEF act	3CLpro inhibitor
# Record of Cc1ccc(S(=O)(=O)NCc2ccncc2)cc1 = -1.7	-0.1	-4	-11	23	0	-1	-0.5	1	-3
# Record of COC(=O)c1ccc(NC(=O)c2ccc3c(c2)C(=O)N(Cc2cccnc2)C3=O)cc1 = 0.8	i	-2	8	14	1	-10	-0.2	8	-10
# Record of N#C/C(=C(\O)Cc1ccccc1)c1nc2ccccc2[nH]1 = -0.1	i	-12	6	33	3	2	-3.8	-10	3
# Record of Cc1onc(-c2ccccc2Cl)c1C(=O)N1CCC(Cc2ccccc2)CC1 = -1.4	-4.3	-2	4	12	2	-13	.	2	2
# Record of CC(C)n1c(-c2ccco2)csc1=Nc1cccnc1 = -0.4	-0.2	33	11	26	2	5	17	-4	4

# Next part.
SMILES,Mtb UGM inh,Vc quorum ag,SSB-PriA inh,GDH-TPI inh,DUSP3 inh,Mtb FBA inh,Rv3671c protease,Mtb BioA inh,MazEF act,3CLpro inhibitor
Cc1ccc(C(=O)Nc2c(C)n(C)n(-c3ccccc3)c2=O)cc1S(=O)(=O)N1CCCCC1,-0.9,-1.9,4,-9,.,-1,0,0.2,6,.
CNC(=O)C1Cc2c(-c3ccc4c(c3)OCO4)ccnc2O1 (centres undefined),.,0.9,.,6,.,60*,.,9.4,.,.
COc1cc(C(=O)NCCC(=O)NC2CCC(C)CC2)cc(OC)c1OC (centres undefined),0.3,i,-6,8,-2,1,-12,0.7,9,-4
Cc1c(C=O)n(C)n(-c2ccccc2)c1=O,-0.4,0.8,-3,0,22,4,4,0.2,4,0
CCOC(=O)C1(CCCc2ccccc2)CCN(Cc2cnc(C)s2)CC1,0.4,-0.2,-5,0,34,4,-9,.,-7,0
COc1cccc(C2C(C#N)=C(N)Oc3cc(C)n(Cc4ccccn4)c(=O)c32)c1OC (centres undefined),-1.8,i,-7,-2,-2,1,-3,-1.4,3,4
COc1ccc(OCCCC(=O)NNC(=O)c2ccncc2)cc1,0.8,i,-19,-2,.,0,1,0.0,3,.
CCC(C)[C@H](NC(=O)[C@@H]1CSC2c3ccccc3C(=O)N21)C(=O)NCC1CCCO1 (some centres undefined),0.6,i,-4,2,25,1,-9,-1.5,9,-7
CCN1CCN(CC(=O)Nc2cccc(C)c2C)C(=O)C1=O,0.8,-0.2,-16,5,25,-2,2,-1.0,17,0
CC1CN(C(=O)/C=C/c2ccc(SC(F)F)cc2)CC(C)O1 (centres undefined),2.8,-0.6,-5,-8,17,2,0,-1.0,-4,-3
CCC(C)N(C)C1CCN(C(=S)Nc2cccc(SC)c2)CC1 (centres undefined),-0.7,i,-2,4,-20,4,0,-0.3,-64,4
CC1(C)CC(N2CCCC2)=CC(=[N+]2CCCCCC2)C1,0.0,-1.1,-8,30,-4,0,-11,.,-1,2
COC(=O)C1=C(c2cccc(C#N)c2)C[C@@H]2CC[C@H]1N2C(=O)NC1Cc2ccccc2C1,2.7,-0.6,-14,15,.,2,7,6.0,-2,.
O=C(c1ccc(Cl)cc1)N1CCC(C(=O)N2CCN(c3ncccn3)CC2)CC1,-0.6,i,-7,0,.,0,2,-0.5,11,.
O=C(COC(=O)CNC(=O)C1CCCCC1)Nc1ccccc1Cl,-0.8,-0.5,-17,6,.,0,-6,-2.3,3,.
CC(CCc1ccccc1)NC(=O)COC(=O)C(CCC(N)=O)NC(=O)c1ccc(F)cc1 (centres undefined),-0.5,-0.6,4,-4,.,1,0,-0.3,-2,.
CC(C)CCN1C(=O)c2ccc(C(=O)Nc3c[nH]c(=O)[nH]c3=O)cc2C1=O,-0.8,i,-12,3,2,1,7,.,-9,4
CC(=O)C(/C=N/c1cc(-c2ccc(C)cc2)nn1-c1ccccc1)=C(\C)O,3.0,-0.3,.,12,-8,-4,4,.,2,5
N#CC(=C=[N-])c1nc2ccccc2nc1-[n+]1cccc(NC(=O)c2cccs2)c1,2.7,-8.5,-3,26,13,3,-8,-2.2,2,-4
Cc1c(C)n(C)c2ccc(C(=O)Nc3cccc4ccccc34)cc12,1.2,-0.7,23,7,19,4,-2,-1.2,5,4

# Other records follow:
SMILES,Mtb UGM inh,Vc quorum ag,SSB-PriA inh,GDH-TPI inh,DUSP3 inh,Mtb FBA inh,Rv3671c protease,Mtb BioA inh,MazEF act,3CLpro inhibitor
Cc1cc(Oc2cccc3c2S(=O)(=O)N(C2CCCC2)CC(COCc2ccccc2)O3)cc(C)c1C (centres undefined),.,0.7,-7,0,.,2,.,-0.4,-10,.
Cc1cc2nc(CCl)cc(=O)n2[nH]1,2.9,i,-12,12,29,9,-4,.,-17,0
COc1ccc(-n2c(=O)[nH]cc(C(=O)Nc3ccc4c(c3)OCO4)c2=O)cc1OC,1.3,-1.7,-8,18,-2,0,4,-1.5,-1,-1
CCCn1c(SCC(=O)N(C)C2CCS(=O)(=O)C2)nc2sc3c(c2c1=O)CCC3 (centres undefined),-0.2,.,6,18,.,-1,-4,.,-17,.
CN(C)c1cccc(C(=O)Nc2cccc(F)c2)c1,-0.6,0.1,-8,12,-2,2,4,4.7,-2,3
CCCCN=C1CC(C)(C)CC(=O)/C1=C(/O)CCCN1C(=O)c2ccccc2C1=O,.,i,.,-6,20,1,0,.,10,1
O=C(CSc1nc2ccccc2[nH]1)NCCCn1ccnc1,-3.2,-0.3,-2,7,-4,0,-7,-0.4,0,-2
OC(CNCc1ccccc1)c1ccc(Cl)cc1 (centres undefined),.,-0.8,-5,2,.,-3,.,0.9,5,.
COc1ccc(-c2nnn(CC(=O)OC3CCCCC3)n2)cc1OC,1.0,-0.3,-21,0,0,-1,5,.,1,-3
CCc1cc2c(=O)n(C(C)C(=O)OC3CCCCC3)cnc2s1 (centres undefined),2.2,-0.6,-28,6,0,0,3,0.9,-10,4
CCOc1ccc(CCN2C(=O)C(=O)N([C@@H](CC(C)C)CN3CCC[C@@H]3CN3C(=O)C(=O)NC[C@@H]3Cc3ccccc3)C[C@@H]2CC(C)C)cc1,.,1.0,7,-8,.,0,.,-0.1,1,.
COc1ccccc1NC(=O)CSc1nc(N)c(C#N)cc1C#N,-0.6,0.5,-19,11,2,1,-12,-2.1,-6,-3
CC12CCCCC1=[N+]([O-])CN2O (centres undefined),1.2,i,-6,-10,-2,-2,12,-1.4,3,4
c1ccc(Cc2nnc3n2CCCCC3)cc1,1.0,.,-3,-3,2,-7,6,0.2,6,-1
CC(C)n1c(N2CCN(C(=O)N3CCCCC3)CC2)nc2ccccc21,-1.1,-0.6,-12,-2,14,2,-4,-0.6,2,-3
CC(C)c1[nH]nc2c1C(c1cccnc1)C(C#N)=C(N)O2 (centres undefined),2.9,i,-8,1,21,-1,-8,1.3,-9,2
Brc1csc2ncccc12,0.1,-0.4,-6,4,5,2,4,.,11,-4
CN(CCC#N)C(=O)COC(=O)c1c2c(nc3ccccc13)/C(=C/c1ccco1)CC2,-2.2,-0.6,9,13,23,1,4,-0.8,7,-3
COc1ccc(C2NCCn3cccc32)cc1 (centres undefined),0.5,i,0,9,13,-4,-1,0.1,17,-3

# 3 entries already listed, ordered by formula weight, low to high.
SMILES,Mtb UGM inh,Vc quorum ag,SSB-PriA inh,GDH-TPI inh,DUSP3 inh,Mtb FBA inh,Rv3671c protease,Mtb BioA inh,MazEF act,3CLpro inhibitor
CC(C)c1[nH]nc2c1C(c1cccnc1)C(C#N)=C(N)O2 (centres undefined),2.9,i,-8,1,21,-1,-8,1.3,-9,2
CCCCN=C1CC(C)(C)CC(=O)/C1=C(/O)CCCN1C(=O)c2ccccc2C1=O,.,i,.,-6,20,1,0,.,10,1
CN(CCC#N)C(=O)COC(=O)c1c2c(nc3ccccc13)/C(=C/c1ccco1)CC2,-2.2,-0.6,9,13,23,1,4,-0.8,7,-3
